GRIN3A LBD mod = modulators (binders) of human NR3A ligand-binding domain; NR3A LBD differential scanning fluorimetry, Tm shift; 0% = protein alone, 100% = glycine-bound protein; Tm shift relative to glycine control, % at 25 µM; actives 2.5% (n = 340,000); AID 1259313;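 active = melting temperature shift of at least 10% of the positive control shift, at one fixed dose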
APOBEC3A inh = inhibitors of human APOBEC3A DNA deaminase; P31941; actives 0.41% (n = 330,000); AID 493011; recombinant A3A, FAM/TAMRA ssDNA deamination fluorescence; inhibition, % at 20 µM;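 active = at least 40% inhibition at 20 µM here, with at most 30% in a related deaminase screen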;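 note: plate controls were A3A with DMSO for no effect and wells lacking A3A enzyme for full effect; some results filed as inactive read as strong as hits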
Target sequence (P31941 whole entry, looked up): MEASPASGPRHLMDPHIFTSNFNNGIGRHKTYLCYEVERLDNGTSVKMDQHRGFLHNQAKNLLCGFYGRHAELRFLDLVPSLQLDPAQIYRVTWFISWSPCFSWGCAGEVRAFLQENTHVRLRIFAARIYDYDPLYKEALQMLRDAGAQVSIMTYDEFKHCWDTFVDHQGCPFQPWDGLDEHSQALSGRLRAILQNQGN
Gli-Sufu antag = blocks Gli-Sufu signaling in a luciferase reporter; actives 0.74% (n = 340,000); inhibition, % at 5 µM; Sufu-KO-LIGHT fibroblasts, Gli luciferase reporter luminescence;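 active = inhibition above about 55%, limit read from the data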;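 note: 0% = DMSO-treated cells and 100% = wells with medium but no cells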
MPTP block = inhibitors of mitochondrial permeability transition pore; inhibition, % at 10 µM; isolated mouse mitochondria, Ca2+ swelling absorbance, 30 min; actives 1.4% (n = 360,000);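 active = inhibition of 50% or more, scaled per plate between neutral and stimulator controls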;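 note: 0% = DMSO wells given calcium and 100% = 1 mM EGTA wells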
CXCR6 block = blocks human CXCR6 beta-arrestin recruitment; O00574; CHO-K1 PathHunter CXCR6 beta-arrestin, luminescence; inhibition, % at 20 µM; actives 0.36% (n = 360,000); AID 602244; in the data active = inhibition above about 34%, passing the limit was not always enough;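 note: antagonist mode with CXCL16 agonist at 10 nM final; 0% = 10 nM CXCL16 with DMSO and 100% = unstimulated wells without agonist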
Target sequence (O00574 whole entry, looked up): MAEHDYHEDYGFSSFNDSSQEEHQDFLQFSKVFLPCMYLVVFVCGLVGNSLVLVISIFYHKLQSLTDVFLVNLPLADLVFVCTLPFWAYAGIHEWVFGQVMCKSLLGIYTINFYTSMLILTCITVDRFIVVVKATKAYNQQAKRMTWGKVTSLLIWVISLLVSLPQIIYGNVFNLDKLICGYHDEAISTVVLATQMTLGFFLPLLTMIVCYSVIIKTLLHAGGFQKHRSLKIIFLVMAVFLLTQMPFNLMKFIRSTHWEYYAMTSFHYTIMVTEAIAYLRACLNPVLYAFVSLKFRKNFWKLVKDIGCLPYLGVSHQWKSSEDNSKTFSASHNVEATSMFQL
A3G deaminase = blocks human APOBEC3G single-stranded DNA deamination | Q9HC16 | recombinant A3G, ssDNA deamination FAM/TAMRA fluorescence | inhibition, % at 20 µM | actives 0.28% (n = 330,000) | AID 493012;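 active = inhibition of at least 40% at 20 µM, with no more than 30% in the related APOBEC3A deaminase screen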;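 note: plate controls were DMSO wells with A3G for no effect and wells lacking A3G enzyme for full effect; some compounds called inactive have numbers as strong as hits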
EBI2 block = antagonists of human EBI2 receptor | inhibition, % at 5 µM | EBI2 beta-arrestin recruitment, luminescence, 7a,25-OHC stimulated | actives 0.81% (n = 360,000); in the data active = inhibition above about 38%;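 note: enzyme fragment complementation signal reports receptor beta-arrestin coupling in cells; 0% = agonist plus DMSO wells and 100% = wells without agonist; some results beyond the cut were filed as inactive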
CCR6 antag = CCR6 (human) receptor antagonism; CHO-K1 CCR6 PathHunter beta-arrestin, luminescence, CCL20-stimulated; inhibition, % at 20 µM; P51684; actives 0.49% (n = 340,000);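 active = compounds whose inhibition of the agonist-driven luminescence signal at 20 µM reaches about 50%, limit read from the data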;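 note: cells stimulated with CCL20 at 14 nM final; plate controls were DMSO with CCL20 for no effect and DMSO without agonist for full effect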
Target sequence (P51684 whole entry, looked up): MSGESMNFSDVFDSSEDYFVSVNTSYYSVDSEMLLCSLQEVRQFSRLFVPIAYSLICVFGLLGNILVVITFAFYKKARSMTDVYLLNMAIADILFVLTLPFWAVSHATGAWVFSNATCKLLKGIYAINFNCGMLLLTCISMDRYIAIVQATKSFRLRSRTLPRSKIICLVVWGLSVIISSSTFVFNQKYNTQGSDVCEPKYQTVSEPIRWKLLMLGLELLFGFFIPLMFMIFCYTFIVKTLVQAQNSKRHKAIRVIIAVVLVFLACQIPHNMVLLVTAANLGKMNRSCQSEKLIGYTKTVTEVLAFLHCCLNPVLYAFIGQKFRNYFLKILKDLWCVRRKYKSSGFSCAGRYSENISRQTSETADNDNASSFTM
* hit, by the source's call.

SMILES	GRIN3A LBD mod	APOBEC3A inh	Gli-Sufu antag	MPTP block	CXCR6 block	A3G deaminase	EBI2 block	CCR6 antag
COc1ccccc1NC(=O)CN1CCN(CC(=O)Nc2ccc(C)c(F)c2)CC1	-2	-3	20	1.8	0	-6	7	1
CC(C)N1CCN(Cc2cccc3nonc23)CC1CCO (centres undefined)	-2	0	3	-2.8	4	-7	2	11
Cc1cc2ncn(C(=O)c3ccc(F)cc3)c2cc1C	1	-6	-13	1.7	0	-8	-7	14
CCCNC(=O)COc1coc(CN2CCN(c3cccc(Cl)c3)CC2)cc1=O	-2	-3	-11	-1.3	1	-5	-3	14
COc1ccc2nc(SCC(=O)N(C)C3CCCCC3)[nH]c2c1	0	-1	3	0.1	5	-4	5	10
NC(=O)C(c1ccc(Sc2ccccc2)nn1)c1ccc(Cl)cc1Cl (centres undefined)	0	-1	-10	-1.7	9	-3	-11	-6
Cc1ccc(CONC(=O)c2ccc([N+](=O)[O-])cc2)cc1	-2	-4	-7	1.4	-8	-8	27	-7
Cc1cc(C)cc(Nc2nc3c([nH]2)c(=O)n(C)c(=O)n3C)c1	-1	-5	12	21	1	-7	-5	9
O=C(NCCc1ccc(Cl)cc1Cl)c1cc([N+](=O)[O-])c[nH]c1=O	-10	-5	-2	19	3	-1	7	17
CCCCn1c(SCC(N)=O)nc2ccc(N3CCOCC3)cc2c1=O	2	-1	4	0.2	-24	0	11	0
CCn1c(SCC(=O)N/N=C/c2ccc(C)s2)nc2ccccc21	-3	-2	-9	1.3	-3	-9	11	6
O=C(COc1ccccc1)NNC(=O)c1ccc(Cl)cc1	1	3	2	1.0	-4	-7	18	0
Cc1cc(C(=O)Nc2c(C)nn(Cc3ccccc3Cl)c2C)no1	1	1	7	-0.3	-7	-3	-14	-8
O=C(CCCn1cncn1)N1CCCC(Nc2ccc(F)cc2)C1 (centres undefined)	3	-3	-4	0.5	2	-5	3	3
CC(=O)N=C1SC2CS(=O)(=O)CC2N1c1c(Cl)cccc1Cl (centres undefined)	-9	-2	-2	0.6	-2	-5	3	8
COc1ccnc2c1c(=O)n(Cc1cccc(F)c1)c(=O)n2C	4	-6	0	-0.3	1	-5	-11	13
COc1ccc(S(=O)(=O)NNC(=O)c2cccs2)cc1	-1	-1	4	-2.1	-10	-7	2	-4
Nc1cc(N)nc(SCC(=O)Nc2ccc3c(c2)OCO3)n1	-1	-1	2	-0.1	-3	0	3	13
COc1cc(OC)cc(C(=O)NCCNC(=O)c2ccccc2)c1	-3	-7	1	-0.4	-7	-7	-1	-9
Cn1c2c(c(=O)n(C)c1=O)C(c1ccc(F)cc1)C(C#N)=C(N)O2 (centres undefined)	0	-4	-13	-2.4	-3	-7	-1	6
Cc1ccc(C(C(=O)NC(C)(C)C)N(Cc2cccs2)C(=O)c2ccc3c(c2)OCCO3)cc1 (centres undefined)	-1	-2	12	-0.9	7	-6	2	20
Cc1ccccc1NC(=O)c1cccc(NC(=O)c2ccco2)c1	1	1	35	3.1	13	-5	8	-3
COC(=O)c1ccc(NC(=O)c2ccc(CN3CCOCC3)cc2)cc1	-1	-6	-5	-1.3	-8	-7	3	-5
Cc1ccc(NC(=O)CSCC(=O)Nc2cc(C(F)(F)F)ccc2N2CCOCC2)cc1	-9	0	3	-3.6	-2	-7	7	46
Cc1c(C(=O)NNC(=S)Nc2cccc(Cl)c2)nnn1-c1ccccc1	2	-3	-17	3.1	15	-5	-4	28
Cc1ccc(C2N(c3ccc(F)cc3)C(=O)C3CCCN32)cc1 (centres undefined)	-1	-2	-3	-0.9	4	-8	2	13
CN(C(=O)Cc1c(C(=O)O)n(C)c2ccccc12)c1cccc(C(F)(F)F)c1	3	-3	5	-0.7	-3	-10	-13	7
O=C(CSc1n[nH]c(-c2ccncc2)n1)Nc1ccccc1	27*	-1	-6	-0.1	-7	-7	-1	-4
CSc1ccc(NC(=O)Nc2cccn(Cc3ccccc3)c2=O)cc1	-4	-3	-1	-0.9	-19	-3	-8	-4
O=[N+]([O-])/C=C/c1cn(Cc2ccccc2)c2ccccc12	-7	3	-15	-6.7	14	1	-26	32
Cc1cc(C)c(S(=O)(=O)N/N=C/c2ccc3c(c2)OCO3)c(C)c1	-2	-2	-5	0.3	16	-6	-1	14
Cc1cccc(NC(=O)CCc2ccccc2)c1	0	-7	-8	1.7	7	-5	-5	9
O=C(NC(=S)Nc1ccccc1Cl)c1csnn1	0	-3	-3	0.0	20	-4	0	-1
CCc1noc(C)c1C(=O)OCC(=O)c1ccc(OC)c(OC)c1	1	0	3	0.6	-6	3	3	12
O=S1(=O)C=C(Oc2ccc3ccccc3c2)c2ccccc21	1	-4	-6	0.9	-2	-3	-8	-4
Cn1ccnc1C(=O)c1ccccc1Cl	-2	-2	22	-1.3	3	-10	-13	15
NC(=O)c1ccsc1NC(=O)COC(=O)COc1ccccc1[N+](=O)[O-]	-4	2	7	-0.8	-25	-4	-13	3
CCCN(CC(=O)Nc1ccccc1OC)C(=O)c1ccc(COc2ccccc2)o1	0	-2	1	-0.2	-13	-4	2	9
Cc1cccc(C(C)C)c1NC(=O)c1cccnc1	-3	1	-1	-2.2	-10	-2	-3	-16
O=C1c2ccccc2C(=O)N1CC1CCCO1 (centres undefined)	-1	0	0	0.4	4	-1	-6	1
COCCN(C(=O)COC(=O)CCSc1ccc(F)cc1)c1c(N)n(Cc2ccccc2)c(=O)[nH]c1=O	0	-1	-3	-0.2	-6	-12	-5	10
Cc1ccc(C(C)C)cc1OCCN1CCCC1	-4	1	5	0.5	-5	-8	-18	2
COc1ccc(C(NC(=O)c2ccc(F)cc2)c2ccccc2)cc1 (centres undefined)	0	0	0	-0.8	6	-4	-1	2
O=C(CSc1ncnc2c1oc1ccccc12)Nc1cccc(Cl)c1	6	-1	-1	46	9	-5	4	22
OC(COc1ccccc1)Cn1cc(Br)cn1 (centres undefined)	1	-1	-3	0.0	-1	1	-1	12
N=C1C(c2nc3ccccc3[nH]2)=C(O)CN1c1ccc(F)cc1	1	0	22	-0.1	22	2	0	12
CC(C)(C)NC(=O)CSc1nnc(NC(=O)c2ccccc2Cl)s1	-13	-2	-6	-2.1	2	-7	2	-3
CC(C)=C(NC(=O)c1ccco1)C(=O)NCCc1nc2ccccc2[nH]1	0	0	2	0.4	-3	-4	8	10
S=c1nc(C2COc3ccccc3O2)[nH][nH]1 (centres undefined)	0	1	-12	-1.3	-6	52*	4	-15
O=C1CCC([N+](=O)[O-])C(c2cc3c(cc2Cl)OCO3)N1 (centres undefined)	-2	-1	-9	1.8	6	-1	-7	7

Additional compounds
SMILES	GRIN3A LBD mod	APOBEC3A inh	Gli-Sufu antag	MPTP block	CXCR6 block	A3G deaminase	EBI2 block	CCR6 antag
COc1ccc(S(=O)(=O)N2CC(O)CC2C(=O)Nc2cccnc2)cc1 (centres undefined)	-1	2	-2	1.7	-3	-2	-8	7
CC1CCCC(C(=O)OCc2ccccc2)N1 (centres undefined)	-1	-1	-2	-1.9	8	-3	-2	3
c1ccc(Cc2nc3ccccc3[nH]2)cc1	1	-1	2	-0.4	-1	-3	-4	6
COc1ccccc1NS(=O)(=O)c1cccc(C(=O)N2CCCCCC2)c1	-1	-1	1	-0.2	-2	-4	-5	0
C=CCc1cc(C=O)cc(OCC)c1O	0	-1	-9	0.6	-5	-5	-12	0
COc1ccc(NC(=O)CCSCCc2ccccn2)cc1OC	2	0	2	4.5	2	2	-3	5
CN1CCN(CC(O)COC(c2ccc(Cl)cc2)c2ccc(Cl)cc2)CC1 (centres undefined)	-1	-3	6	0.8	2	-7	3	4
CC[C@H](C)Cc1cn([C@@H](CCCN=C(NC(=O)OC(C)(C)C)NC(=O)OC(C)(C)C)C(=O)NCCCCCCCCCCC(=O)N2CCN(C(=O)OC(C)(C)C)CC2)nn1	-3	0	33	-1.3	26	1	-17	26
O=C(O)C1CCCCC1C(=O)Nc1ccccc1Cl (centres undefined)	3	-4	2	0.0	0	-6	-3	3
CC(C)COc1ccc(N)cc1OCC(C)C	-1	-1	-1	1.1	-1	-3	16	-14

Rewritten bar-delimited: entries from further up.
molecule | GRIN3A LBD mod | APOBEC3A inh | Gli-Sufu antag | MPTP block | CXCR6 block | A3G deaminase | EBI2 block | CCR6 antag
Nc1cc(N)nc(SCC(=O)Nc2ccc3c(c2)OCO3)n1 | -1 | -1 | 2 | -0.1 | -3 | 0 | 3 | 13
O=C1CCC([N+](=O)[O-])C(c2cc3c(cc2Cl)OCO3)N1 (centres undefined) | -2 | -1 | -9 | 1.8 | 6 | -1 | -7 | 7
O=C(CCCn1cncn1)N1CCCC(Nc2ccc(F)cc2)C1 (centres undefined) | 3 | -3 | -4 | 0.5 | 2 | -5 | 3 | 3
S=c1nc(C2COc3ccccc3O2)[nH][nH]1 (centres undefined) | 0 | 1 | -12 | -1.3 | -6 | 52* | 4 | -15
Cn1c2c(c(=O)n(C)c1=O)C(c1ccc(F)cc1)C(C#N)=C(N)O2 (centres undefined) | 0 | -4 | -13 | -2.4 | -3 | -7 | -1 | 6
CC(C)COc1ccc(N)cc1OCC(C)C | -1 | -1 | -1 | 1.1 | -1 | -3 | 16 | -14
COC(=O)c1ccc(NC(=O)c2ccc(CN3CCOCC3)cc2)cc1 | -1 | -6 | -5 | -1.3 | -8 | -7 | 3 | -5

Continuation:
SMILES	GRIN3A LBD mod	APOBEC3A inh	Gli-Sufu antag	MPTP block	CXCR6 block	A3G deaminase	EBI2 block	CCR6 antag
Cc1ccc(S(=O)(=O)Nc2c(C)n(C)n(-c3ccccc3)c2=O)cc1C(=O)OCC(=O)N1CCCC(C)C1 (centres undefined)	0	-1	2	-3.8	-14	-11	2	3
Cc1cc(C)c2c3c(cn2n1)c(=O)n(C)c(=O)n3C	1	2	1	0.4	8	1	-2	-3
Clc1cccc(OCCCCN2CCCCC2)c1	2	-1	9	0.5	2	-3	-6	15
NC(=O)Cn1cc(/C=N\NS(=O)(=O)c2ccc(Cl)cc2)c2ccccc21	-10	-5	1	0.7	0	-5	-10	3
COc1ccc(CNC(=O)Cc2cn(C)c3ccccc23)c(OC)c1	-2	-2	14	1.0	-4	1	3	1
CCN(C(=O)N(CC)c1ccccc1)c1ccccc1	0	1	18	-0.7	0	1	6	-1
CCOC(=O)c1c(NC(=O)CSc2nnc(C)s2)sc2c1CCN(C)C2	-2	-4	4	1.1	10	-8	-7	6
CCc1c(C)nc(SCC(=O)CC(=O)OC(C)C)c(C#N)c1C	0	-2	7	3.5	-4	-5	0	9
COc1ccc(C(=O)NCCc2nnc3ccc(SCC(=O)N4CCCCC4)nn23)cc1	-2	-3	6	-2.6	-8	-8	-2	0
CCOC(=O)c1nn(-c2ccccc2)c2nnc(Cc3ccc(Cl)cc3)c(=O)n12	-4	5	-2	2.8	1	-1	0	16
O=C(O)C1CC1C(=O)Nc1nc2c(Cl)cccc2s1 (centres undefined)	-1	-5	10	0.5	0	-9	3	3
C=CCNC(=O)c1c2c(nc3ccccc13)-c1ccccc1CC2	-4	0	9	2.1	-6	-1	1	-9
Cc1ccc([N+](=O)[O-])cc1S(=O)(=O)NCCc1cn2ccccc2n1	-1	4	-6	1.5	5	1	-11	-1
CCC1CN(C(=O)N2CCC(C(=O)NCc3ccco3)CC2)c2cc(C)ccc2O1 (centres undefined)	0	-6	-5	-1.5	1	-2	-1	10
Cc1sc2nc(SCC(=O)N3CCN(CCO)CC3)n(-c3ccccc3)c(=O)c2c1C	0	-1	4	-0.9	2	-4	-5	7
NS(=O)(=O)c1ccc(N/N=C/c2ccc[nH]2)c([N+](=O)[O-])c1	-3	7	11	4.9	17	0	3	43
O=c1cc(CN2CCN(c3ccccc3)CC2)nc2scc(-c3ccccc3)n12	-1	8	4	-0.2	1	11	3	10
O=[N+]([O-])c1ccccc1S(=O)(=O)N1CCN(Cc2ccc3c(c2)OCO3)CC1	1	-1	0	-2.1	-24	-7	0	4
CN1/C(=C/C=N/n2cnnc2)C(C)(C)c2ccccc21	0	-4	21	-0.8	-4	-2	-5	-8
CCn1c(C)c(C)c2cc(C(=O)NCCN3CCCCCC3)ccc21	1	-8	26	-1.2	9	14	-5	6
CCOc1ccc(NC(=O)CCN2CCN(S(=O)(=O)c3ccc(F)cc3)CC2)cc1	-3	-5	-7	-2.5	-4	-4	-13	3
